Bioassay records from PubChem.
UBC13 inh: blocks human UBC13 polyubiquitin chain formation; TR-FRET; inhibition, % at 20 µM; hit rate 0.47% among 330,000; AID 485273; in the data active means inhibition above about 45%, passing the limit was not always enough
Target sequence (P61088 whole entry, looked up): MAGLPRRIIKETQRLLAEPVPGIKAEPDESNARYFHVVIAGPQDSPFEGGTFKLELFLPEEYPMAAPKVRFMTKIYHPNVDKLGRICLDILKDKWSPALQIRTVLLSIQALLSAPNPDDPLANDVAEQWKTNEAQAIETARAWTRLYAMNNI
SENP7 block: SENP7 protease inhibition; inhibition, % at 5 µM; Q9BQF6; recombinant SENP7, Z-RLRGG-aminoluciferin luminescence, 40 min; hit rate 1.5% among 330,000;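 active means inhibition above about 50% at the single test dose, limit read from the data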;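 further: plate controls were DMSO with enzyme for no effect and no enzyme buffer wells for full effect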
Target sequence (Q9BQF6 706-1050 limits assumed): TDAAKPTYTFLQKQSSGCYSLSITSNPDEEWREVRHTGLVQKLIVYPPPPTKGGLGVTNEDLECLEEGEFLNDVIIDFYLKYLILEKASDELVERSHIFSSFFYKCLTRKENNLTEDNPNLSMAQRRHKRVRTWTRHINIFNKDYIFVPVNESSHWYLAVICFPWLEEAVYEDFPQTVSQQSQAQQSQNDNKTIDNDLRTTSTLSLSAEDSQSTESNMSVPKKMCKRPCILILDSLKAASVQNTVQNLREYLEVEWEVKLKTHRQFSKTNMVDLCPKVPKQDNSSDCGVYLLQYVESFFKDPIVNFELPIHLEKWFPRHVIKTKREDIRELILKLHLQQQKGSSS
HKDC1 inh: inhibitors of human hexokinase HKDC1; AID 493160; inhibition, % at 20 µM; hit rate 0.16% among 340,000; recombinant HKDC1, G6PDH/diaphorase resazurin coupled fluorescence; Q2TB90;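 active means inhibition above about 35% when tested at 20 µM, limit read from the data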;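 further: plate controls were DMSO wells with enzyme for no effect and DMSO wells lacking enzyme for full effect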
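Test system: recombinant HKDC1 (HK5) hexokinase enzyme, produced in-house / Doses: 20 µM test compound, 1% DMSO / Timing: 90 min, room temperature / Detection: G6PDH/diaphorase-coupled fluorescence, 1 mM NADP, 100 µM resazurin, 525/613 nm / Control set: DMSO wells with and without enzyme mix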
PfG6PD inh: PfG6PD (Plasmodium falciparum) enzyme inhibition. inhibition, % at 20 µM. hit rate 0.78% among 350,000. PfGluPho enzyme, NADPH resazurin-diaphorase fluorescence;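 active means inhibition reaching at least a set limit at 20 µM in the primary screen, cut at about 59% in these data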;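 further: 0% = DMSO wells with substrate and 100% = DMSO wells lacking glucose-6-phosphate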
MIN6 prolif: induces beta-cell replication in MIN6 cells. MIN6 cells proliferation, ATPlite luminescence, 48 h; cells starved in 0.2% serum; 100% = growth in 10% serum. hit rate 0.29% among 330,000. proliferation, % at 10 µM;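 active means compounds whose signal lies at least 3.5 SD above the mean of all wells on their plate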;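 further: 0% = DMSO-treated cells in low-serum medium and 100% = 10% serum control; some compounds called inactive have numbers as strong as hits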
SENP1 FRET inh: blocks the human SENP1 SUMO protease catalytic domain; Q9P0U3; recombinant SENP1 catalytic domain, CyPet-SUMO1-YPet FRET cleavage; inhibition, % at 10 µM; hit rate 0.21% among 360,000; AID 624204;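 active means inhibition at least 30% at 10 µM, raw YFP signal under a set limit, fluorescence ratio 0.5 to 1.5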;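 further: 0% = enzyme with DMSO and 100% = no enzyme wells; some results filed as inactive read as strong as hits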
Target sequence (Q9P0U3 419-644 limits assumed): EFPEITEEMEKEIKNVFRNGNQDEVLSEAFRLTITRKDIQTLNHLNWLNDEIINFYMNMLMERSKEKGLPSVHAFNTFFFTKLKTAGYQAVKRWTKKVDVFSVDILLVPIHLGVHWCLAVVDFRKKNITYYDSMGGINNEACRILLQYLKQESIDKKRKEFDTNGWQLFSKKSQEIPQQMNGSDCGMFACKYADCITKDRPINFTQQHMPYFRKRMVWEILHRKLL
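Test system: hSENP1 catalytic domain, recombinant; Amount: 20 pM final SENP1 enzyme; Medium: Tris pH 8 buffer plus EDTA, NaCl, BME, BSA, NP40, catalase; Schedule: 50 min enzyme reaction, room temperature, light-protected; Technique: FRET fluorescence in CFP and YFP emission channels; Controls: no-enzyme wells low, DMSO-plus-enzyme wells high control.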
SENP8 block-1: blocks the human protease SENP8; inhibition, % at 10 µM; Q96LD8; AID 2540; hit rate 1.2% among 330,000; purified SENP8, Z-RLRGG-aminoluciferin cleavage, luminescence; in the data active means inhibition above about 50%
Target sequence (Q96LD8 whole entry, looked up): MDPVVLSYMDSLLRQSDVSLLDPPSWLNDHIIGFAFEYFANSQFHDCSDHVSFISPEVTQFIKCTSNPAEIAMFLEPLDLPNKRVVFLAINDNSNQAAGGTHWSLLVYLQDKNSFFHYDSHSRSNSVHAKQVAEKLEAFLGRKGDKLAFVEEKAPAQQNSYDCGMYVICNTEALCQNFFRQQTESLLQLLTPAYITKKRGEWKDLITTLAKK
SENP6 inh: SENP6 protease inhibition; Q9GZR1; Recombinant SENP6 catalytic domain, aminoluciferin luminescence; inhibition, % at 10 µM; hit rate 1.8% among 330,000; AID 2599;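 active means inhibition above about 50% at the single tested dose, limit read from the data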;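 further: plate controls were DMSO wells with enzyme for no effect and DMSO wells lacking enzyme for full effect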
SENP8 block-2: inhibitors of human SENP8 protease. recombinant SENP8, Nedd8 substrate fluorescence. inhibition, % at 20 µM. hit rate 0.64% among 360,000. AID 602440; in the data active means inhibition mostly above about 40%, no sharp cut-off; inactive means mostly below about 27%
* = called active by the depositor; . = not tested or not shown. Compounds as they come (roughly 4% active in at least one column).

nr | compound | UBC13 inh | SENP7 block | HKDC1 inh | PfG6PD inh | MIN6 prolif | SENP1 FRET inh | SENP8 block-1 | SENP6 inh | SENP8 block-2
1 | CCOC(=O)n1cnc2nc(N)nc(SC)c21 | . | . | -5.0 | 1.8 | . | 1.3 | . | . | -36.9
2 | CSc1ccc(CN(C)C(=O)CNC(=O)CNS(=O)(=O)c2ccc(C)c(C)c2)cc1 | 8.4 | 6.7 | 1.6 | -14.9 | -0.8 | 2.0 | -1.0 | -9.8 | 7.8
3 | Cc1c(C(=O)OC(C)C)nnn1-c1nonc1N | 8.3 | 6.0 | -2.1 | 1.8 | 0.2 | -1.2 | 0.0 | 0.0 | 11.2
4 | O=[N+]([O-])c1cc2c(c(CSc3nnnn3-c3ccc(O)cc3)c1)OCOC2 | -1.7 | 4.4 | -7.6 | -5.0 | 0.8 | 1.8 | -1.5 | 11.0 | 8.1
5 | COc1cccc(-c2nc(-c3ccccc3)[nH]c(=O)c2C#N)c1 | -5.2 | -6.4 | 0.2 | -13.1 | -2.3 | 0.9 | 5.9 | 1.0 | -35.3
6 | OCC1(CCOc2ccccc2)CCN(CC2=Cc3cc(Cl)ccc3OC2)CC1 | 26.2 | 2.4 | -4.0 | 6.2 | -5.8 | 1.9 | -7.9 | -6.1 | 1.9
7 | CC1C/C(=N/NC(=O)c2cccs2)CC(C)(C)C1 (stereo not drawn) | 7.5 | 0.4 | -14.8 | 9.5 | -2.5 | 2.0 | -6.3 | 4.4 | 15.3
8 | CN(C(=O)COC(=O)c1cc2ccccc2cc1O)c1c(N)n(Cc2ccccc2)c(=O)[nH]c1=O | 2.1 | 11.0 | 6.8 | 12.3 | 1.4 | 1.0 | -25.0 | -9.2 | -121.2
9 | O=C(NC1CC1)c1cc(Cl)ccc1[N+](=O)[O-] | 2.4 | -4.5 | -10.5 | -8.6 | 1.4 | 2.1 | -0.8 | -7.2 | 2.2
10 | c1ccc(N2CCN(c3nc4cc5c(cc4s3)OCCO5)CC2)cc1 | -0.2 | -2.7 | 0.6 | -0.9 | -2.5 | 2.5 | 5.3 | -3.7 | 13.1
11 | O=C(CSc1nc2cc3c(cc2c(=O)n1CCC1=CCCCC1)OCO3)NCc1ccco1 | -9.1 | -0.1 | -1.8 | -3.0 | -3.5 | 1.1 | 3.1 | -0.9 | 0.7
12 | O=C(NCCn1c(C(F)(F)F)nc2cc(C(F)(F)F)ccc21)[C@H]1CCCN1c1nc(CN2CCCCC2)cs1 | 2.0 | -10.1 | -4.5 | -4.4 | -0.6 | -1.1 | -12.9 | -16.2 | -4.1
13 | Cc1ccc(-c2csc3ncnc(-n4nc(C)cc4N)c23)cc1 | -6.7 | -3.6 | -8.6 | -17.8 | -0.3 | -0.3 | -4.3 | -8.9 | 11.7
14 | CCOC(=O)C1CCN(C(=O)c2ccccc2NC(C)=O)CC1 | 15.9 | -8.3 | -2.9 | -13.0 | 3.7 | 0.3 | 6.6 | -20.9 | 22.5
15 | CC(C)(C)C(=O)CC1(O)C(=O)N(Cc2ccc(Cl)cc2)c2ccccc21 (stereo not drawn) | 8.4 | 2.4 | 7.5 | -10.2 | -1.0 | 4.1 | -6.6 | 8.5 | 24.5
16 | COc1cccc(OC)c1C(=O)Oc1ccc2c(c1)O/C(=C\c1ccncc1)C2=O | -7.5 | -0.5 | 11.5 | 10.9 | 0.0 | 4.6 | -9.1 | -3.4 | 21.7
17 | CCOCCCn1c(=S)[nH]c2cc(C(=O)N3CCN(c4ccccc4)CC3)ccc2c1=O | 7.8 | -8.5 | 1.3 | 0.2 | -0.5 | 0.7 | -4.3 | 14.6 | 4.9
18 | COC(=O)c1c(C)[nH]c(C(C)=O)c1C | -1.5 | 2.9 | -0.7 | -30.0 | -3.1 | 0.1 | -0.5 | -21.0 | 9.4
19 | Cc1ccccc1NCN1C(=O)C2CCC(C)(C1=O)C2(C)C (stereo not drawn) | 10.6 | 2.5 | -7.1 | -17.6 | 1.4 | 2.7 | 1.6 | 1.2 | 1.1
20 | COc1ccccc1NC(=O)c1ccc(S(=O)(=O)N2CCCC2)cc1 | 2.8 | 4.5 | -0.6 | 5.5 | -0.1 | 0.2 | 9.4 | -4.0 | 18.2
21 | CCc1[nH]nc2c1C(c1ccc(Br)s1)C(C#N)=C(N)O2 (stereo not drawn) | -2.5 | -0.4 | -3.3 | 4.4 | -3.4 | -0.6 | 1.9 | -12.5 | 22.1
22 | COc1ccc(OCCOC(=O)C(C)NS(=O)(=O)c2ccc(NC(C)=O)cc2)cc1 (stereo not drawn) | -11.2 | -3.6 | -2.8 | -3.8 | -6.0 | -0.4 | -15.5 | -16.8 | 12.9
23 | NC(=O)N/N=C/c1ccccc1OCC(=O)NCc1ccccc1 | 4.6 | 4.1 | 1.7 | -1.2 | 2.5 | 2.1 | -2.7 | -10.0 | 6.5
24 | CCOc1ccc(N2CC(C(=O)Nc3ccc(OC)c(S(=O)(=O)N4CCCCC4)c3)CC2=O)cc1 (stereo not drawn) | 0.2 | 1.1 | 1.5 | -8.3 | -0.9 | 2.4 | 3.1 | 3.1 | 15.5
25 | CC(C)C(=O)N1CCN(c2ccccc2NC(=O)c2cccc3ccccc23)CC1 | -7.6 | 7.7 | -1.1 | -5.9 | 3.1 | -2.5 | -11.4 | -7.1 | 30.4
26 | COc1ccc(C(=O)Nc2cc3c(oc2=O)CCCC3=O)cc1 | -9.6 | -0.7 | 0.8 | -0.7 | -0.1 | 3.6 | -14.8 | -13.8 | 2.8
27 | N#Cc1ccccc1CSc1nnc(Cc2ccccc2)o1 | -2.6 | -1.1 | -2.4 | 7.8 | -0.4 | 0.8 | 3.4 | -1.4 | 12.4
28 | CCOc1ccc(CCNC(=O)CCNS(=O)(=O)c2ccc(Br)cc2)cc1OCC | 8.1 | -7.8 | -2.1 | -1.9 | 7.0 | 1.1 | -8.8 | 12.5 | 0.0
29 | CN(CC(=O)Nc1ccccc1Cl)C(=O)c1ccccc1Sc1ccccc1C#N | -1.7 | 6.9 | 0.0 | 11.2 | -1.6 | 1.0 | -0.6 | -4.7 | 5.1
30 | Cc1ccc2c(CN(C)Cc3ccc(Cl)cc3)cc(=O)oc2c1 | 1.7 | 0.2 | -1.5 | 14.6 | -1.4 | -1.0 | 1.9 | -13.1 | 3.0

More structures
nr | compound | UBC13 inh | SENP7 block | HKDC1 inh | PfG6PD inh | MIN6 prolif | SENP1 FRET inh | SENP8 block-1 | SENP6 inh | SENP8 block-2
31 | NNS(=O)(=O)c1ccc(N2CCCC2=O)c([N+](=O)[O-])c1 | 2.3 | 0.4 | -4.0 | 28.1 | 1.5 | 1.0 | -6.7 | 3.7 | 15.4
32 | Cc1ccc(N(CC(=O)Nc2c(C)n(C)n(-c3ccccc3)c2=O)S(C)(=O)=O)c(C)c1 | -2.0 | 2.2 | -6.2 | -8.2 | -2.8 | 0.8 | -10.5 | -31.0 | 0.6
33 | CCOC(=O)CCC(NC(=O)CC(=O)NC(CCC(=O)OCC)C(=O)OCC)C(=O)OCC (stereo not drawn) | 11.4 | 8.6 | -0.4 | -9.1 | -2.7 | 0.5 | 3.9 | -12.6 | -0.7
34 | CN(C(=S)Nc1ccc(F)cc1)C(c1ccccc1)c1ccccc1 | 1.1 | 3.2 | 7.4 | 17.0 | -6.4 | 4.7 | 10.5 | -3.4 | 12.9
35 | COc1cccc(-c2sc3ccccc3c2-c2ccc(OCCN(C)C)cc2)c1 | 80.2* | -4.9 | 0.1 | 12.8 | -6.1 | 1.7 | -10.3 | -9.3 | -79.5
36 | C=C(C)CNC(=S)NNC(=O)c1ccncc1 | -11.5 | -8.8 | -9.1 | -13.2 | 2.0 | 1.4 | -7.4 | -18.5 | 5.6
37 | COc1cccc(C(=O)OCCN(C)C(C)(C)C)c1 | 3.4 | 1.5 | . | . | -0.3 | . | -1.4 | -6.6 | .
38 | COc1cccc(/C=C2/SC(=S)N(CC(=O)Nc3nnc(C)s3)C2=O)c1 | . | . | 1.2 | -16.1 | . | -3.1 | . | . | 28.4
39 | O=C(Oc1ccc(Cl)cc1)N1CCCCC1 | -22.0 | -8.8 | -9.4 | 1.4 | -1.5 | 3.2 | -13.7 | 6.9 | 11.1
40 | Cc1ccccc1C(=O)N1CCC(C(=O)Nc2ccccc2Cl)CC1 | 6.0 | -2.5 | -1.7 | 6.7 | -0.7 | 0.2 | -0.4 | -2.4 | -0.8
41 | CC(C)C(OC(=O)c1cccc(S(=O)(=O)NCC(F)(F)F)c1)C(=O)NC(N)=O (stereo not drawn) | 6.3 | 2.7 | 1.7 | -9.6 | 0.8 | 2.2 | 4.1 | 3.3 | 25.7
42 | COc1ccc(S(=O)(=O)NC(C(=O)OCC(=O)Nc2ccc(N3CCOCC3)cc2)C(C)C)cc1 (stereo not drawn) | . | . | 6.0 | -2.2 | . | 2.4 | . | . | 12.6
43 | O=C(Cn1cnc2c(OCc3ccccc3)ncnc21)N[C@H](CO)Cc1cc2ccccc2[nH]1 | 15.8 | -3.0 | -5.8 | 17.1 | -4.5 | 1.5 | 1.1 | -9.1 | -0.6
44 | COc1ccc(C2C(C(C)=O)=C(O)C(=O)N2c2nccs2)cc1 (stereo not drawn) | 6.4 | 0.0 | -3.9 | 11.6 | -1.9 | -6.8 | -11.5 | -4.2 | -117.7
45 | CCC(=O)Nc1ccc(-c2ccc(N3CCCCC3)nn2)cc1 | 1.6 | 1.0 | -0.9 | -4.6 | -2.5 | -4.2 | -9.7 | 6.0 | -51.5
46 | Clc1ccc(CN2CCN(c3ncccn3)CC2)cc1Cl | -7.0 | 13.4 | 7.2 | -10.3 | -3.2 | 2.0 | -4.1 | -4.8 | 17.5
47 | COC(=O)N[C@@H]1C[C@H]2[C@@H]3CC[C@H]4C[C@@H](OC)CC[C@]4(C)[C@H]3CC[C@@]12C | -0.9 | 4.8 | 2.3 | -5.8 | -2.8 | 2.2 | -1.1 | 2.7 | 6.9
48 | CS(=O)(=O)N(CC(=O)NCc1ccncc1)c1cc(Cl)ccc1Cl | 0.5 | -1.6 | 12.0 | -0.5 | -2.6 | 0.5 | -1.8 | -17.5 | 5.4
49 | CCc1cc(CNC(=O)CC2C(=O)NCCN2Cc2c(F)cccc2Cl)on1 (stereo not drawn) | 9.0 | 5.2 | -3.0 | -6.2 | 0.0 | 3.7 | 8.8 | -8.6 | 4.1
50 | Nc1cc(=O)[nH]c(SCC(=O)N2CCc3ccccc3C2)n1 | -11.8 | 1.1 | -2.2 | 5.0 | -2.0 | 2.1 | 3.9 | 10.0 | 7.7
51 | CCOC(=O)c1cc(C(=O)OCC)c2ccccn2c1=O | 22.0 | 1.8 | -3.5 | -5.0 | -0.6 | -15.9 | 10.2 | -0.6 | -409.5
52 | NCCC(=O)NCCc1cnc[nH]1 | -7.4 | 3.4 | -4.5 | 2.2 | -0.3 | -1.4 | -1.5 | -12.0 | 6.4

Part of the list above with just SENP8 block-1, SENP1 FRET inh and PfG6PD inh.
no. | mol | SENP8 block-1 | SENP1 FRET inh | PfG6PD inh
48 | CS(=O)(=O)N(CC(=O)NCc1ccncc1)c1cc(Cl)ccc1Cl | -1.8 | 0.5 | -0.5
49 | CCc1cc(CNC(=O)CC2C(=O)NCCN2Cc2c(F)cccc2Cl)on1 (stereo not drawn) | 8.8 | 3.7 | -6.2
50 | Nc1cc(=O)[nH]c(SCC(=O)N2CCc3ccccc3C2)n1 | 3.9 | 2.1 | 5.0
